EBV gp42 inh – inhibitors of Epstein-Barr virus glycoprotein 42. Fluorescence polarization binding assay, mP read-out. inhibition, % (tested at 21.74 µM). hit rate 0.42% among 220,000. AID 1085; in the data active = inhibition above about 50%
Target sequence (Q1HVG2 whole entry, looked up): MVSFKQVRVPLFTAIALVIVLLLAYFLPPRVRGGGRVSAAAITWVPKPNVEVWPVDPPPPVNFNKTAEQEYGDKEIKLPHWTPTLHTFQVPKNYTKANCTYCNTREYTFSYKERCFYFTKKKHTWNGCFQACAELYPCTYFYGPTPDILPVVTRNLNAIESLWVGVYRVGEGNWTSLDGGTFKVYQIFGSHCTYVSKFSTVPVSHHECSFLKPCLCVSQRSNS
Cl transport mod – modulators of human KCC2 chloride dependent transport; B-score of Tl+ flux slope (higher = more flux/activation; lower = inhibition) at 10 µM; Q9H2X9; AID 1456; KCC2 cells, thallium flux FluoZin-2 fluorescence; hit rate 2.2% among 190,000;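 active = thallium flux slope and its plate-corrected score both differing from the plate sample mean at a set confidence after two filtering rounds, in either direction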;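 also: slope of fluorescence scaled to starting intensity during 10 to 20 s after thallium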
TRPN1 ag – agonists of zebrafish TRPN1 channel; HEK293 zebrafish TRPN1-YFP, Fluo-8 calcium fluorescence; 100% = response to 87 µM carbachol; activation, % at 3 µM; hit rate 0.18% among 220,000;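 active = activation above its plate's cutoff, the mean activation of test wells on that plate plus 3 SD, cut at about 19% in these data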;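 also: 0% = DMSO alone and 100% = 87 µM carbachol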
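Material – zebrafish TRPN1-YFP in HEK293 cells · Doses – 3 µM single point · Schedule – dye 1 h 37 °C plus 30 min RT · Signal – Fluo-8 calcium fluorescence, excitation 470-495 nm, emission 515-575 nm · Read-out – % activation versus carbachol response · Control set – carbachol high, DMSO low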
PPC-1+TRAIL kill – PPC-1 cancer cell killing with TRAIL present. PPC-1 cells + TRAIL, ATPLite viability luminescence. cell killing (% activity), % at 4 µM. hit rate 0.41% among 220,000;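 active = cell killing above 50% in the first pass at 4 µM, then a duplicate retest at 5 µM averaging 50% or more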;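 also: plate controls were cells with TRAIL plus DMSO for no effect and medium-only wells lacking cells for full effect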
m-calpain inh – blocks pig calpain II enzyme activity | inhibition, % at 16 µM | purified calpain II, fluorogenic peptide substrate, 30 min | hit rate 0.37% among 220,000 | AID 1236;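 active = inhibition above about 50%, limit read from the data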
Furin inh – human furin inhibition. hit rate 0.061% among 220,000. purified furin, fluorogenic substrate cleavage. P09958. inhibition, % at 30 µM. AID 463115; in the data active = inhibition above about 25%; also: inactives centre near -15
Target sequence (P09958 108-714 limits assumed): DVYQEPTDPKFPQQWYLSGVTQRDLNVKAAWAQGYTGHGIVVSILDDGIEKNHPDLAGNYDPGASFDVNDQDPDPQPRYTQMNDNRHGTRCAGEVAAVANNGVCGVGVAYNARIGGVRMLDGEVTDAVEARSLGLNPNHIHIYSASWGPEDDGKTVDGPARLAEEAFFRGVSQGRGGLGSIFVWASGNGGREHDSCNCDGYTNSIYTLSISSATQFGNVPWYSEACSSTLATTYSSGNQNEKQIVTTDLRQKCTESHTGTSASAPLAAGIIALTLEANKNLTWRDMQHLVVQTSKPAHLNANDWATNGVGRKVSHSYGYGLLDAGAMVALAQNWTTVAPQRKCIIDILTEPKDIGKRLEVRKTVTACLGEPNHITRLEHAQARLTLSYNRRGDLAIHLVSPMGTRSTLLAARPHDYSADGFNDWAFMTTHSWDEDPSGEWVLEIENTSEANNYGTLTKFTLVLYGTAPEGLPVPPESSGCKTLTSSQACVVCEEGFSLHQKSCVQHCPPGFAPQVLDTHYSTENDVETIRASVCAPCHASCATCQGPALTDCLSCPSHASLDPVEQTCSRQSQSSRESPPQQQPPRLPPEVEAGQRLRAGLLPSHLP
thrombin 1536 – inhibitors of human thrombin. alpha-thrombin, Boc-VPR-AMC fluorogenic substrate cleavage. hit rate 0.26% among 220,000. P00734. inhibition, % at 5 µM;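 active = inhibition at or above 40%; inactive = inhibition below 40%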;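 also: 0% = enzyme with no compound and 100% = wells without enzyme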
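System: human alpha-thrombin protein; Compound dosing: one concentration per compound, 5 µM, with 0.2% DMSO; Timing: reaction at room temperature; Technique: AMC fluorescence, 355/460 nm; Controls: enzyme without compound as high, wells lacking enzyme as low.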
TRPML3 agonist – agonists of human TRPML3 channel; Q8TDD5; HEK293 TRPML3-YFP, Fluo-8 calcium fluorescence; 100% = the carbachol control signal; activation, % at 3 µM; hit rate 0.29% among 220,000;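 active = activation above its plate's cutoff, the mean activation of the plate's test wells plus 3 SD, cut at about 12% in these data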;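 also: 0% = DMSO only wells and 100% = carbachol wells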
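system = HEK293 cells stably carrying human TRPML3-YFP | doses = one concentration, 3 µM nominal, 0.3% DMSO | timing = dye loading 1 h 37 °C then 30 min ambient, 125 s read | detection = Fluo-8 calcium dye fluorescence, ex 470-495, em 515-575 nm | benchmarks = high control carbachol 87 µM, low control DMSO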
TbHK1 inh – blocks Trypanosoma brucei hexokinase 1 activity | recombinant TbHK1, G6PDH-coupled NADH A340 | inhibition, % at 10 µM | hit rate 0.11% among 220,000 | AID 1430;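 active = inhibition of 50% or more in the single-dose primary screen; inactive = inhibition below 50%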
The depositor's hits bear a star; i = inactive; . = no result given; [ ] = remark or other dose. Random draw from the library (roughly 3.6% active in at least one column).

SMILES	EBV gp42 inh	Cl transport mod	TRPN1 ag	PPC-1+TRAIL kill	m-calpain inh	Furin inh	thrombin 1536	TRPML3 agonist	TbHK1 inh
C=CCn1c(-c2ccc(OC)cc2)nc2ccccc21	-13	.	-1.5	18	14	-9[20 µM]	4	0.6	-1
CN(C)S(=O)(=O)c1ccc(NC(=O)c2ccc(Br)o2)cc1	-13	0.04	0.4	12	15	-5[20 µM]	-6	-0.1	-5
CN(C)c1ccc(C(=O)c2ccccc2)cc1	-5	-0.11	-1.9	18	11	0[20 µM]	2	-0.2	-16
CC(=O)c1c(N2CCN(Cc3ccccc3)CC2)[nH]c(-c2ccccc2)nc1=S	-32	45*	-0.1	-2	-39	-30	-15	-0.5	3
O=C(CC1SC(=Nc2ccc(OC(F)F)cc2)N(CCC2=CCCCC2)C1=O)Nc1ccccc1F (stereo not drawn)	-17	0.98	-1.3	1	2	-12	-6	0.6	29
COCCn1c(SCC(=O)Nc2cccc(S(N)(=O)=O)c2)nc2cc(Cl)ccc2c1=O	4	1.3	2.8	12	-11	-13	-8	0.8	-4
Cc1ccc(NC(=O)CSc2nc(N)cc(=O)[nH]2)cc1S(=O)(=O)N1CCOCC1	-12	0.17	0.3	1	1	-13	0	0.6	-1
O=C(N/N=C/c1sc(N2CCOCC2)nc1-c1ccccc1)c1ccccc1Cl	7	-0.1	1.0	8	-103	-30	5	0.5	-1
CCc1nnc(NC(=O)CSc2nc3cccnc3n2C2CCCCC2)s1	-2	-0.093	-0.4	19	-117	-35	-3	0.5	-3
Cc1ccc(Cn2nnc3c(=O)[nH]c(C4CCCN(S(=O)(=O)c5ccccc5)C4)nc32)cc1 (stereo not drawn)	-18	0.46	-0.4	-4	-232	-20[20 µM]	0	1.2	-7
Brc1cnc(N2CCCCC2)nc1N1CCOCC1	-15	.	1.8	8	6	-13[20 µM]	-5	0.3	-8
Cc1noc(C)c1COc1ccc(C(=O)OCC(=O)N2CC3(C)CC2CC(C)(C)C3)cc1 (stereo not drawn)	9	.	2.2	-2	29	-3	-4	0.9	3
C/C(=N\NC(=O)c1ccccc1C)c1cccc([N+](=O)[O-])c1	-20	-0.42	-0.6	12	-8	1[20 µM]	3	-0.2	-4
Cc1ccc(/C=C2\SC(=S)N(CC3CCCO3)C2=O)o1 (stereo not drawn)	-14	0.86	1.6	19	37	-17	-1	0.5	-6
COCn1c(-c2ccccc2)nc2ccccc21	-15	1.1	-0.9	11	7	-17	3	-1.5	2
Cc1ccc2c(c1)-c1c(ssc1=S)C(C)(C)N2C(=O)CSC1=NCCS1	-12	.	-2.0	-5	11	-19[20 µM]	-251	-1.0	-9
Cc1nn(-c2ccccn2)c2c1C(c1ccsc1)C1=C(CCCC1=O)N2 (stereo not drawn)	-19	-2	-0.7	13	i	0	1	-0.5	-23
COc1cccc(OC)c1C(=O)Nn1c(-c2cccs2)nc2ccccc2c1=O	-2	0.018	2.7	35	17	-7	-2	0.1	-13
O=C(Nc1cccc(-c2nnn(CC(=O)N3CCc4ccccc4C3)n2)c1)C1CCC1	-7	.	1.3	16	-46	-11[20 µM]	-3	-0.2	-5
CCOc1ccc(OCC)c(NC(=O)C2CCCN(c3ncccn3)C2)c1 (stereo not drawn)	-26	-1.8	-0.5	-15	11	-22	4	-0.2	-2
CC(=O)Nc1cccc(-c2csc(Nc3cccc(C)n3)n2)c1	-1	.	-0.7	12	-20	-18[20 µM]	-2	0.0	-4
O=C(CSc1nnnn1C1CCCC1)N1CCN(C(=O)c2ccco2)CC1	-20	0.76	0.5	17	4	-43[20 µM]	-8	0.2	3
CC1CC(C)CN(c2ncc3c(n2)CC(c2ccccc2)CC3=O)C1 (stereo not drawn)	-3	.	0.3	6	11	-7	-10	0.9	-9
CCOc1ccc(C2NC(=O)C(C#N)=C(S)N2c2cccc(C)c2)cc1OC (stereo not drawn)	-15	-1.4	-0.4	1	-81	-12	-8	0.5	-15
O=C(Cn1c(COc2ccccc2)nc2ccccc21)Nc1cccc(Cl)c1	-7	0.049	-0.8	29	-19	-24	-7	0.4	0

Entries listed so far that bear a hit mark in Cl transport mod.
SMILES | EBV gp42 inh | Cl transport mod | m-calpain inh | Furin inh | thrombin 1536 | TRPML3 agonist | TbHK1 inh
CC(=O)c1c(N2CCN(Cc3ccccc3)CC2)[nH]c(-c2ccccc2)nc1=S | -32 | 45* | -39 | -30 | -15 | -0.5 | 3

Remaining list, next part:
SMILES	EBV gp42 inh	Cl transport mod	TRPN1 ag	PPC-1+TRAIL kill	m-calpain inh	Furin inh	thrombin 1536	TRPML3 agonist	TbHK1 inh
CCOC(=O)c1cnc2ccc(C)cc2c1Sc1ccccc1	-5	-0.12	-2.4	15	-1	-6[20 µM]	-3	-0.5	-9
CCOC(=O)C1(C)/C(=N/Nc2cccc(Cl)c2)C(=O)C(=O)N1c1ccccc1 (stereo not drawn)	-22	-0.72	-0.9	4	0	-5[20 µM]	6	-0.7	-1
COc1cc(/C=C/C(=O)OCC(=O)NC(=O)NC(C)C)ccc1O	-9	-0.19	-1.6	-1	-16	27*	-15	-1.1	-48
Cc1cccc(NC(=O)C2CCN(c3nccc(C)n3)CC2)c1	-3	-0.091	0.2	23	-67	7	-9	-0.8	38
COc1ccc(NCc2nnc(SCC(=O)N3CCCc4ccccc43)o2)cc1	-15	.	2.3	15	18	-22	-6	0.8	-2
Nc1nc(-c2ccco2)nc(N2CCCCC2)n1	3	0.0011	1.6	11	26	-21	2	-0.1	3
CC1(C)CC(=O)C=C(NNC(=O)C2CCCCC2)C1	-13	0.9	0.7	24	-19	4[20 µM]	0	0.9	17
Cc1ccc(S(=O)(=O)NCCCN(C)C)cc1	2	.	0.1	4	-2	-9	-4	0.5	-1
CCN(CC)CCN1C(=O)C(=O)/C(=C(/O)c2cnn(-c3ccccc3)c2C)C1c1cccnc1 (stereo not drawn)	-9	.	1.4	-4	3	-16[20 µM]	1	0.4	-5
O=C(NNC(=S)NCc1ccco1)c1ccc(Cl)s1	-19	-1.3	0.7	-19	-9	-19	3	0.2	-16
COCC(C)OC(=O)c1c(N)n(CC(C)C)c2nc3ccccc3nc12 (stereo not drawn)	-13	-0.44	-1.1	3	i	-41[20 µM]	-6	-0.6	-27
COc1cc(/C=C2/C(=O)N(c3ccccc3)N=C2C)ccc1OS(=O)(=O)c1ccccc1	16	0.55	2.9	5	-78	1	-4	0.2	13
CC(C)NC(=O)CSc1nnc(CNC(=O)OC(C)(C)C)n1C	-9	0.62	1.1	-12	-31	-17	2	0.0	-8
O=C(CN1CCN(c2ccccc2)CC1)N/N=C/c1cccc(F)c1	-3	0.29	1.8	5	6	-16	-6	0.5	-4
Cc1cccc(C)c1NC(=S)/N=C/N(C)C	-6	0.39	-0.6	-18	-10	-23	2	0.4	-6
C[N+](C)(CC#Cc1ccccc1)CC(=O)c1ccccc1	2	0.62	0.9	17	3	-22	-6	0.2	-1
Cc1cccc(S(=O)(=O)C(C#N)c2nc3ccccc3nc2N2CCCC2)c1 (stereo not drawn)	92*	.	1.4	21	-378	-9	0	1.9	-7
Cc1cccc(/C=C2\CCC(=C3SCCCS3)C2=O)c1	-9	0.66	-0.7	78*[5 µM]	-7	-5[20 µM]	-4	0.5	5
N/C(=N\OC(=O)c1ccc(Cl)cc1Cl)c1ccccn1	-10	-0.075	-0.1	90*[5 µM]	17	-8	-4	-0.2	6
Cn1ccnc1SCC(=O)Nc1nc2c(F)c(F)c(F)cc2s1	-9	0.33	0.9	-1	-31	-21	0	0.3	-5
CCN1C(=O)c2cccc3c(S(=O)(=O)Nc4c(C)n(C)n(-c5ccccc5)c4=O)ccc1c23	-6	-0.78	0.2	4	-61	-7[20 µM]	6	-0.6	-16
OC1(c2ccc3ccccc3c2)CCN(Cc2ccccc2)C1 (stereo not drawn)	-6	.	-1.7	8	-6	-16[20 µM]	-3	0.4	3
Cc1ccc2c(c1)C1CN(C)CCC1N2C(=S)NC(=O)c1ccc(Cl)cc1Cl (stereo not drawn)	-13	61*	1.3	-2	9	-3	-5	0.2	-31
Cc1ccc(C)c(NC(=O)c2nnn(Cc3ccccc3)c2N)c1	-10	-1.8	0.8	1	-7	-23	-2	1.6	1
O=C(NCCc1ccncc1)Nc1ccccc1	-31	.	-0.1	3	-2	-11[20 µM]	-1	-0.1	2

Additional results follow:
SMILES	EBV gp42 inh	Cl transport mod	TRPN1 ag	PPC-1+TRAIL kill	m-calpain inh	Furin inh	thrombin 1536	TRPML3 agonist	TbHK1 inh
FC(F)(F)c1nc(-c2ccccc2)ncc1-c1nnnn1-c1ccccc1	10	-1.4	2.0	0	16	-11	1	0.4	-2
CC(C)C(=O)NC(=S)Nc1ccccn1	-2	.	0.4	-5	-3	-11	-2	0.1	-2
COc1ccc(C2/C=C\CN(S(=O)(=O)c3cccs3)CC(=O)N2Cc2ccc(F)cc2)cc1 (stereo not drawn)	-26	-3.2*	.	8	27	-8	3	.	-2
CC(C)Nc1nc(SC(C)C(=O)Nc2ccccc2)nc(N(C)C)n1 (stereo not drawn)	-3	-1	-1.3	9	-15	-17	5	-0.2	-2
CC(C)OC(=O)CSc1nc2cccnc2n1C1CCCCC1	-6	0.16	-2.9	4	-8	-10[20 µM]	1	-1.4	-1
Cc1ccc(C(=O)NC(=S)N2CCN(c3ccc([N+](=O)[O-])cc3)CC2)cc1	-15	2.8	-1.1	8	0	-22	1	1.3	2
COc1ccc(CCNCC2C(Oc3ccc(Cl)cc3)C(=O)N2c2ccccc2C)cc1OC (stereo not drawn)	3	0.11	-0.3	12	38	-13	-4	0.7	-9
Cc1ccn(-c2ccc([N+](=O)[O-])cc2)n1	1	.	-0.3	-14	-27	-10[20 µM]	-5	-0.7	-26
CCOC(=O)Cc1nnc(NC(=O)CSc2nnc3c(n2)[nH]c2ccccc23)s1	-3	-0.24	1.0	18	-118	-26	-5	0.1	-15
Cc1ccnc(NC(=O)/C=C/c2ccccc2Cl)c1	-1	0.97	1.1	28[5 µM]	-2	-7	-6	0.4	-4
CC1CN(c2nc3ccccn3c(=O)c2C=O)CC(C)O1 (stereo not drawn)	-14	0.54	1.3	6	-21	-20	-7	0.0	-15
N/N=C(/Cc1nc2ccccc2[nH]1)c1ccc([N+](=O)[O-])cc1	-1	0.089	2.3	16	30	-20	0	1.2	-13
COc1ccc(OC)c(NC(=O)N2CCCC(C)C2)c1 (stereo not drawn)	-24	.	0.5	15	-46	-31	2	0.2	-2
CC(O)(C#CCN1CCCCCC1)c1ccccc1 (stereo not drawn)	-9	0.28	3.6	2	4	-23	0	1.3	-3
CNC(=S)N1CCN(c2ccc(Cl)c(Cl)c2)CC1	0	-0.68	3.9	5	20	-18	4	0.2	6
O=C1CSC(c2ccccn2)N1c1ccccc1F (stereo not drawn)	-8	0.076	0.7	13	-20	-27	-5	0.2	-8

Pulled one by one from the entries so far, four records:
SMILES	EBV gp42 inh	Cl transport mod	TRPN1 ag	PPC-1+TRAIL kill	m-calpain inh	Furin inh	thrombin 1536	TRPML3 agonist	TbHK1 inh
CCOC(=O)C1(C)/C(=N/Nc2cccc(Cl)c2)C(=O)C(=O)N1c1ccccc1 (stereo not drawn)	-22	-0.72	-0.9	4	0	-5[20 µM]	6	-0.7	-1
CCOc1ccc(C2NC(=O)C(C#N)=C(S)N2c2cccc(C)c2)cc1OC (stereo not drawn)	-15	-1.4	-0.4	1	-81	-12	-8	0.5	-15
Cc1ccn(-c2ccc([N+](=O)[O-])cc2)n1	1	.	-0.3	-14	-27	-10[20 µM]	-5	-0.7	-26
Cc1cccc(/C=C2\CCC(=C3SCCCS3)C2=O)c1	-9	0.66	-0.7	78*[5 µM]	-7	-5[20 µM]	-4	0.5	5

Screening data from PubChem.
